TMEM16A inh – mouse TMEM16A channel inhibition, primary screen. Q8BHY3. 310,000 tested, 1.2% active. AID 588511. normalized B-score (activity score, 25-100; higher = stronger inhibition) at 10 µM. HEK293 TMEM16A/YFP iodide influx fluorescence, ionomycin;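 active = ratio plate-corrected score three or more library SD toward inhibition, starting fluorescence score within five deviations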;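 note: score derived from kinetic fluorescence span divided by baseline fluorescence per well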
KCNQ1 act – potentiates or activates the human KCNQ1 potassium channel | 310,000 tested, 0.35% active | AID 2648 | CHO-K1 KCNQ1, thallium flux FluxOR fluorescence; active compounds read high | P51787 | B-score at 10 µM;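 active = fluorescence ratio B-score, a plate-corrected score, at least three library SD, with initial intensity B-score within 5 SD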
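Assay system: CHO-K1 cells stably expressing KCNQ1; Medium: assay buffer with matched DMSO; Also added: K+/Tl+ depolarizing stimulus; Dosing: single dose; Timing: dye 90 min, compound 20 min, room temperature; Measured by: kinetic FluxOR thallium fluorescence, 10-s 1-Hz baseline, 110-s post-stimulus read; Read-out: peak-minus-minimum fluorescence over initial fluorescence, negative-control normalized, B-scored.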
KCNK3 block – human KCNK3 channel inhibition, primary screen; O14649; CHO-KCNK3 thallium flux, FluxOR fluorescence; active compounds read low; B-score at 10 µM; 340,000 tested, 0.84% active;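 active = B-score under library mean minus 4 SD, starting fluorescence ratio at most library mean plus 5 SD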;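 note: more negative B-score means stronger inhibition of thallium flux through KCNK3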
KCNK9 block – blocks the human KCNK9 two-pore domain potassium channel; HEK293 KCNK9, FluxOR thallium flux fluorescence; active compounds read low; B-score at 10 µM; 310,000 tested, 1.2% active; AID 488922;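 active = ratio B-score over 3 SD below the library mean, with starting fluorescence within 5 SD of its mean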;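 note: negative B-score means less thallium flux so channel inhibition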
KCNQ1 block – blocks the human KCNQ1 potassium channel | P51787 | CHO-K1 KCNQ1, FluxOR thallium flux fluorescence; active compounds read high | B-score at 10 µM | 310,000 tested, 1.3% active | AID 2642;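 active = compounds whose thallium flux B-score, printed positive for inhibition, exceeds three library SD while starting fluorescence stays within three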;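 note: channel opened by potassium depolarization with thallium stimulus after 20 min compound exposure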
hERG rescue – shields human hERG channel from block by proarrhythmic agents | CHO-hERG, FluxOR thallium flux, dofetilide IC70 present | 310,000 tested, 0.51% active | Q12809 | activation (rescue from dofetilide block), less the hit threshold, % at 10 µM;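 active = activation above the mean of controls blocked by dofetilide plus 5 SD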;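 note: thallium influx through hERG after potassium depolarization seen as dye fluorescence rise; in these data hits start at about 4.7%; inactives centre near -7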
Target sequence (Q12809 whole entry, looked up): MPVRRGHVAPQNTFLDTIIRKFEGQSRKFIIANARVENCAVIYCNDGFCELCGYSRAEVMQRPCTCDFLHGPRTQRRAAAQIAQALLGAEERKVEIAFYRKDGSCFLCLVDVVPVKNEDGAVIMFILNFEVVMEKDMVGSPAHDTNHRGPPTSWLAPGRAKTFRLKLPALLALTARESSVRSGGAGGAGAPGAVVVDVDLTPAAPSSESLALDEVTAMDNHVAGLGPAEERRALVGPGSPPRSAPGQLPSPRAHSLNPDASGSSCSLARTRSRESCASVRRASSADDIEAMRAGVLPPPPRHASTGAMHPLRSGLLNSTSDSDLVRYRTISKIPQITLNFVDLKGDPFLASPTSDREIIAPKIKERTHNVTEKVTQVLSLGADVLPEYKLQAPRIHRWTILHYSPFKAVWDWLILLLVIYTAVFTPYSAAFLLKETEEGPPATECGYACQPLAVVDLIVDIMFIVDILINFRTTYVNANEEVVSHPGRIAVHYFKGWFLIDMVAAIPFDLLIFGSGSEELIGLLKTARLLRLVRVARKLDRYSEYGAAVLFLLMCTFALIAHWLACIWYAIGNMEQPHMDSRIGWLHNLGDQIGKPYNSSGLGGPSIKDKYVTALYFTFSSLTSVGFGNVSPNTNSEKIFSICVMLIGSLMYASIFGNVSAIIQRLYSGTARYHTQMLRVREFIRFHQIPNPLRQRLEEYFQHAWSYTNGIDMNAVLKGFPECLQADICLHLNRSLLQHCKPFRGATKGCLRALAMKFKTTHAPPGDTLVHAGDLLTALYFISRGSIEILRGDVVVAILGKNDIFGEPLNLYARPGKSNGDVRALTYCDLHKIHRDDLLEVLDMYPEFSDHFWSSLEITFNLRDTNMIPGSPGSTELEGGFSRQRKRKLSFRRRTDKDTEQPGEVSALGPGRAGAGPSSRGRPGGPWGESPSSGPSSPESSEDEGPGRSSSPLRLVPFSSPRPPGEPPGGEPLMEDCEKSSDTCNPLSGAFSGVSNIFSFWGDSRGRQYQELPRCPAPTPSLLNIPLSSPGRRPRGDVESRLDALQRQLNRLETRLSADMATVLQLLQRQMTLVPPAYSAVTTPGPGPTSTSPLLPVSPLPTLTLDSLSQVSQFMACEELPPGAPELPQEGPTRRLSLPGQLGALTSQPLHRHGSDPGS
RGS4 pot – RGS4 potentiation or activation; HEK293 M3R/inducible RGS4, carbachol calcium flux Fluo4; active compounds read low; B-score at 10 µM; 310,000 tested, 0.92% active;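 active = B-score of the integrated calcium signal more than 4 SD below the library mean, with starting fluorescence not abnormally high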;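 note: negative B-score means reduced calcium response which marks RGS4 activation or potentiation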
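test system = M3R-expressing HEK293 line, RGS4 induced by doxycycline | probe or stimulus = carbachol at ECmax as muscarinic agonist stimulus | timing = dye loading 30 min 37 °C, buffer rest 30 min RT | signal = calcium dye Fluo4 fluorescence | evaluation = B score from integrated fluorescence ratio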
RGS4 block – human RGS4 inhibition. 310,000 tested, 0.45% active. AID 463165. B-score at 10 µM. HEK293 M3R/RGS4 inducible, Fluo-4 calcium flux; active compounds read high; triggered by carbachol at its EC20. P49798;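 active = B-score, a plate-corrected calcium signal, over three deviations above library mean, with baseline fluorescence within five deviations of library mean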;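 note: RGS4 expression induced by doxycycline in cells with stable M3 receptor; B-score is computed from the integrated fluorescence ratio over baseline after carbachol; higher B-score means a larger calcium signal and so more RGS4 inhibition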
ANO1 activ – activates or potentiates the mouse TMEM16A chloride channel. Q8BHY3. HEK293 TMEM16A/YFP-H148Q/I152L, iodide quench fluorescence; active compounds read low. B-score at 10 µM. 340,000 tested, 0.3% active. AID 623877;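 active = fluorescence-ratio B-score plate-corrected deviation score at least 3 library SD below zero, with starting fluorescence score within 5 deviations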;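 note: channel opened by trigger with iodide after compound preincubation; score built on the fluorescence ratio of max minus min over baseline; more negative score means more quench and so TMEM16A activation or potentiation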
MrgX1 agonist – agonists of human MrgX1 receptor; 310,000 tested, 0.44% active; MrgX1-HEK293 cells, Fluo-4 calcium fluorescence, agonist mode; active compounds read high; B-score at 10 µM;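 active = calcium response B-score plate-corrected fluorescence ratio at least 3 library SD, with starting fluorescence B-score inside 5 SD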
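Test system: HEK293 cells stably expressing human MrgX1 receptor; Input: fifteen thousand cells per well; Dosing: compound delivered in addition one of three; Schedule: overnight seeding, then 1 h dark dye loading; Technique: Fluo-4 NW calcium fluorescence; Measure: B-scored fluorescence response ratio; Controls: positive and negative controls per plate.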
MrgX1 allo act – allosterically activates human MrgX1 receptor signaling; Q96LB2; MrgX1-HEK293, Fluo-4 calcium flux, FDSS; active compounds read high; B-score at 10 µM; 310,000 tested, 0.63% active; AID 588675;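 active = plate-corrected calcium response at least 3 library SD above typical, normal starting fluorescence, not activating the receptor alone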;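 note: compound read alongside a low EC10 to EC30 dose of BAM8-22 agonist; peak minus trough fluorescence over baseline measured at the second addition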
Numbers without * were called inactive; i = inactive; · = not tested or not shown.

SMILES	TMEM16A inh	KCNQ1 act	KCNK3 block	KCNK9 block	KCNQ1 block	hERG rescue	RGS4 pot	RGS4 block	ANO1 activ	MrgX1 agonist	MrgX1 allo act
O=C(Cn1cccc1C(=O)c1ccccc1)NCCCN1CCc2ccccc2C1	i	i	i	i	i	-13	i	i	i	i	i
OCC[C@H]1C[C@H](O)[C@@H](O)[C@]2(Cc3ccccc3CO2)O1	i	·	i	·	·	·	·	·	i	i	i
O=C(Nc1ccccc1N1CCN(c2ccccc2)CC1)C12CC3CC(CC(C3)C1)C2	i	i	i	i	i	-16	i	i	i	i	i
CSCCC1NC2(C(=O)Nc3c(Cl)cccc32)[C@@H]2C(=O)N(C3CCCC3)C(=O)[C@H]12 (some centres not stated)	i	i	i	i	i	-6	i	i	i	i	i
CCOC(=O)c1ccc(NC(=O)Cn2nnc(-c3ccccc3)n2)cc1	i	i	i	i	i	14*	i	i	i	i	i
CCOC(=O)c1ccc(NC(=O)CN2CCN(C(=O)C3CCCO3)CC2)cc1 (configuration not stated)	i	i	i	i	i	-6	i	i	i	i	i
Cc1ccc(NC(=O)CN(C)C(=O)Cc2ccccc2F)cc1	i	i	i	i	i	-7	i	i	i	i	i
Cc1cc(NC(=O)c2cc(C(C)C)on2)nn1Cc1ccc(Cl)cc1	i	i	-9.5*	i	i	-11	i	i	i	i	i
Cc1c(C(=O)NN2CCOCC2)cccc1[N+](=O)[O-]	i	i	i	i	i	-15	i	i	i	i	i
O=C(CN1C(=O)/C(=C/c2ccccc2)SC1=S)NC1C=CS(=O)(=O)C1 (configuration not stated)	i	i	i	i	i	-6	i	i	i	i	i
Cc1ccc(C2(c3ccc(C)cc3)CC2C(=O)NC(C)C)cc1 (configuration not stated)	i	i	i	i	i	-2	i	i	i	i	i
COc1cc(CCC(C)=O)ccc1OC(=O)c1c(F)cccc1Cl	i	i	i	i	i	-10	i	i	i	i	i
CCc1c2ccccc2nn1-c1ccccc1C(=O)C(C)=O	i	i	i	i	i	-2	i	i	i	i	i
Cc1ccc(-c2c(C)n([O-])c3c([n+]2=O)CCCC3)o1	i	i	i	i	i	-4	i	i	i	i	i
COc1ccc(C(=O)NNC(=S)NC(=O)c2ccco2)cc1	i	i	i	i	i	-7	i	i	i	84*	i
O=C(Nc1ccc(CN2CCOCC2)cc1)c1ccc(Cl)cc1	i	i	i	i	i	-13	i	i	i	i	i
CCOC(=O)C1C(c2cccc([N+](=O)[O-])c2)C2C(=O)NN=C2CC1(C)O (configuration not stated)	i	i	i	i	i	-3	i	i	i	i	i
O=C(COc1ccccc1)NNC(=O)c1cccs1	i	i	i	i	i	-4	i	i	i	i	i
CN(C(=O)CSc1nnc(-c2cccs2)o1)C1CCS(=O)(=O)C1 (configuration not stated)	i	i	i	i	i	-1	i	i	i	i	i
CS(=O)(=O)N(CC(=O)NC1CC1)c1cccc(F)c1	i	i	i	i	i	-5	i	i	i	i	i
Cc1ccc(C(=O)Nc2ccsc2C(=O)O)cc1	i	i	i	i	i	-7	i	i	i	i	i
CC(C)(C)NC(=S)N1CCC(C(=O)c2ccc(Cl)cc2)CC1	i	i	i	i	i	-12	i	i	i	i	i
CCN(CC)C(=S)SCC(=O)Nc1ccc(F)cc1	i	i	i	i	i	2	i	i	i	i	i
O=C(Oc1coc(CSc2ncccn2)cc1=O)c1cccc([N+](=O)[O-])c1	i	i	i	i	i	-7	i	i	i	i	i
O=C(NC1CCS(=O)(=O)C1)c1cnccn1 (configuration not stated)	i	i	i	i	i	-7	i	i	i	i	i
CCOC(=O)c1cnc(SC2CC(=O)N(c3cccc(OC)c3)C2=O)nc1N (configuration not stated)	i	i	i	i	i	-8	i	i	i	i	i
Cc1ccsc1/C=N/Nc1ncnc2nc[nH]c12	i	i	i	i	i	-4	i	i	i	i	i
Cc1ccc(-c2nc3ccccn3c2NC(=O)c2ccco2)cc1	i	i	i	i	i	0	i	i	i	i	i
CCOc1ccc(NC(=O)COC(=O)C23CC4CC(CC(C4)C2)C3)c([N+](=O)[O-])c1	i	i	i	i	i	-7	i	i	i	i	i
CN(CCc1ccccn1)C1CCCN(S(=O)(=O)c2ccc(F)c(Cl)c2)C1 (configuration not stated)	i	i	i	i	i	-13	i	i	i	i	i
c1coc(-c2nc3c4c5c(sc4ncn3n2)CCCC5)c1	i	i	i	i	i	-11	i	i	i	i	i
CC(/C=C/c1ccccc1F)=N\NC(=O)c1ccc(Cl)cc1	i	i	i	i	i	-8	i	i	i	i	i
N#C/C=C\Oc1ccc(Cl)cc1N	i	i	i	i	i	0	i	i	i	i	i
COc1ccc(N(C)C(=O)c2cc3c(s2)-c2c(C)cccc2OC3)c(OC)c1	i	i	i	i	i	-18	i	i	i	i	i
Cc1nnc(SCCc2ccccc2)[nH]c1=O	i	i	i	i	i	-6	i	i	i	i	i
N#Cc1sc(NCc2ccccn2)nc1Cl	i	i	i	i	i	-3	i	i	i	i	i
Cc1cc(OC(=O)c2ccccc2F)c([N+](=O)[O-])c(=O)[nH]1	i	i	i	i	i	-4	i	i	i	i	i
O=C(CCc1ccccn1)N1CCCC(CNS(=O)(=O)c2cccs2)C1 (configuration not stated)	i	i	i	i	i	-4	i	i	i	i	i
Cc1ccc(NC(=O)c2ccc(N3C(=O)C4CC=C(Cl)CC4C3=O)cc2)cc1 (configuration not stated)	i	i	i	i	i	-7	i	i	i	i	i
CC(C)CCN1C(=O)CCC1(C)C(=O)NC1CCCCCCC1 (configuration not stated)	i	i	i	i	i	-11	i	i	i	i	i
O=C1CCN(C(=O)Nc2cccc(Cl)c2)N1	i	i	i	i	i	-8	i	i	i	i	i
CCN(CC(=O)Nc1ccc2c(c1)OCCO2)C(=O)CC(NC(C)=O)c1ccccc1 (configuration not stated)	i	i	i	i	i	-8	i	i	i	i	i
O=C(COc1cccc(C(F)(F)F)c1)Nc1ccc(S(=O)(=O)N2CCCC2)cc1	i	i	i	i	i	-6	i	i	i	i	i
O=C(CS(=O)(=O)Cc1ccccc1)N1CCN(C(=O)c2ccco2)CC1	i	i	i	i	i	-11	i	i	i	i	i
N#CC(C(=O)c1ccccc1)=C1SCCS1	i	i	i	i	i	-6	i	i	i	i	i
O=C(O)C(Cc1ccccc1)N1C(=O)/C(=C/c2cccnc2)SC1=S (configuration not stated)	i	i	i	i	i	-8	i	i	i	i	i
COc1cc(OC)cc(C(=O)NC(C)c2cnn(-c3ccccc3C)c2C)c1 (configuration not stated)	i	i	i	i	i	-5	i	i	i	i	i
CCOc1ccc2nc(C)cc(Nc3ccc(N4CCOCC4)cc3)c2c1	i	i	·	i	i	-11	i	i	·	i	i
Cc1ccc(-c2nc(CS(=O)CC(=O)NCc3ccc(F)cc3)c(C)o2)cc1 (configuration not stated)	i	i	i	i	i	-8	i	i	i	i	i
CCOC(=O)CNC(c1ccccc1)c1cc(Br)ccc1NC(=O)OCC (configuration not stated)	i	i	i	i	i	-4	i	i	i	i	i
COc1cc(C(CCN2CCCCC2)c2c(OC)cc(OC)c3c(-c4ccccc4)cc(=O)oc23)cc(OC)c1OC (configuration not stated)	i	i	i	i	i	-17	i	i	i	i	i
CC(C)N1CCC(N2CCN(C3CCCC3)CC2CCO)CC1 (configuration not stated)	i	i	i	i	i	-10	i	i	i	i	i
O=C(NNC1=Nc2ccccc2SC1)c1ccccc1F	i	i	i	i	i	-7	i	i	i	i	i
Cc1ccc(-n2nc3c(c2NC(=O)c2ccco2)CS(=O)(=O)C3)cc1	i	i	i	i	i	-4	i	i	i	i	i
CN(C)CC/C=C1\c2ccc(F)cc2Sc2cc(F)c(Cl)cc21	i	i	i	i	i	-19	i	i	i	i	i
CCOC(=O)c1sc(C)c2c(=O)n(CCc3ccccc3)nnc12	i	i	i	i	i	-5	i	i	i	i	i
O=S(=O)(c1ccc(Cl)cc1)N1CCN(Cc2c[nH]c3ccccc23)CC1	i	i	i	i	i	-5	-7.5*	i	i	i	i
CN(C)c1cccc(C(=O)n2cc(C(=O)c3cc(F)ccc3O)cn2)c1	i	i	i	i	i	-5	i	i	i	i	i
C=CCOc1ccc(C2/C(=C(\O)c3ccc4c(c3)CC(C)O4)C(=O)C(=O)N2CCN2CCOCC2)cc1OCC (configuration not stated)	i	i	i	i	i	-8	i	i	i	i	i
O=C(OCC(=O)N1CCc2ccccc21)c1ccccc1	i	i	i	i	i	-4	i	i	i	i	i

The list continues:
SMILES	TMEM16A inh	KCNQ1 act	KCNK3 block	KCNK9 block	KCNQ1 block	hERG rescue	RGS4 pot	RGS4 block	ANO1 activ	MrgX1 agonist	MrgX1 allo act
O=C(OCc1c(F)cccc1Cl)c1cc([N+](=O)[O-])ccc1N1CCOCC1	i	i	i	i	i	-14	i	i	i	i	i
O=C(CN1C(=O)NC2(CCCCCC2)C1=O)c1ccc(Cl)s1	i	i	i	i	i	-13	i	i	i	i	i
O=C(NCc1n[nH]c(=S)n1-c1cccc(C(F)(F)F)c1)c1ccc(S(=O)(=O)N2CCCCC2)cc1	i	i	i	i	i	-12	i	i	i	i	i
CCOc1ccccc1Nc1nc2ccc(C)cc2n2cnnc12	·	i	i	i	i	-8	i	i	i	·	·
CCOC(=O)N1CCN(C(=O)C(NC(=O)C2CCC(C)CC2)C(C)C)CC1 (configuration not stated)	i	i	i	i	i	-6	i	i	i	i	i
CSc1ccccc1NC(=O)CN(c1cc(C)cc(C)c1)S(C)(=O)=O	i	i	i	i	i	-16	i	i	i	i	i
CN(C(=O)c1nn(C)c2c1CS(=O)(=O)c1ccccc1-2)c1cccc(Cl)c1	i	i	i	i	i	-8	i	i	i	i	i
